Screening data deposited in PubChem BioAssay by several laboratories.
OX1R antag-1: blocks the human orexin 1 receptor; inhibition, % at 6.6 µM; AID 485270; OX1R-expressing cells, FRET antagonist read-out; actives 1.8% (n = 330,000); O43613; in the data active means inhibition mostly above about 38%, no sharp cut-off; inactive means mostly below about 40%;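 further: 0% = agonist challenge alone and 100% = reference antagonist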
Target sequence (O43613 whole entry, looked up): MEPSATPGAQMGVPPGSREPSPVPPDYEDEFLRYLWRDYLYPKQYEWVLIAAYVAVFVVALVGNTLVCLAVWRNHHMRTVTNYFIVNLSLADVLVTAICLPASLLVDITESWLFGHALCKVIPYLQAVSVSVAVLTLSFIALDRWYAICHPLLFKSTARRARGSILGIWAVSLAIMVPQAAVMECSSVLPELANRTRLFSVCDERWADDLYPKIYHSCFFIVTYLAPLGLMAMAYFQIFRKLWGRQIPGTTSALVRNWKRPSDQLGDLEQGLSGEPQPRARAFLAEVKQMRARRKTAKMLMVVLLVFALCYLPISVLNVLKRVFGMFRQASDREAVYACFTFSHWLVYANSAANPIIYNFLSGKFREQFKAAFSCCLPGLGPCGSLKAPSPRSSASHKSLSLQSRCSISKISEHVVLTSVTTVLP
STK33 kinase inh: inhibitors of human STK33 kinase; purified STK33, MBP phosphorylation, ADP-Glo luminescence; actives 0.073% (n = 320,000); inhibition, % at 10 µM;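 active means inhibition at or above 25%, using the most active replicate where run in duplicate; inactive means inhibition below 25%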
Target sequence (Q9BYT3 whole entry, looked up): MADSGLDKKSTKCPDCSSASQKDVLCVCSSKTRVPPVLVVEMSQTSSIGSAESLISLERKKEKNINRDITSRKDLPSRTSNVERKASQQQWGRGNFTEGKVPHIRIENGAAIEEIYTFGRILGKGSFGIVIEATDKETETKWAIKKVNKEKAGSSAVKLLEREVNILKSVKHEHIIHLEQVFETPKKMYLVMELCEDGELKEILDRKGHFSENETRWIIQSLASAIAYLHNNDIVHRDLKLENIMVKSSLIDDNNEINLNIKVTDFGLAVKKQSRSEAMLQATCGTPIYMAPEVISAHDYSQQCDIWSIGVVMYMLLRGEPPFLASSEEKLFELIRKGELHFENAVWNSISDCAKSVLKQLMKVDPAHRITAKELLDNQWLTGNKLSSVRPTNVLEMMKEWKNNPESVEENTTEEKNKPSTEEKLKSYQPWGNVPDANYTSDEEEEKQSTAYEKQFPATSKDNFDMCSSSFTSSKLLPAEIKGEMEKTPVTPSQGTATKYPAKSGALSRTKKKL
OX1R antag-2: human HCRTR1 antagonism; O43613; CHO/OX1R cells, Fluo-8 calcium fluorescence, orexin A; inhibition, % at 5 µM; actives 0.43% (n = 330,000); AID 434989;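 active means inhibition above its plate's threshold, mean inhibition of all tested compounds on the plate plus 3 SD, cut at about 37% in these data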;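 further: 0% = orexin A challenge wells and 100% = SB-334867-A antagonist wells; not every result past the cut was called active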
* marks the source's active call; other numbers are inactive results; nt = not tested or not shown.

SMILES,OX1R antag-1,STK33 kinase inh,OX1R antag-2
CN1CCN(C(=O)C2CCC(=O)N(CCc3cccc(F)c3)C2)CC1 (configuration not stated),15,-1.8,0
Cc1ccc(F)cc1NC(=O)CN1C(=O)NC2(CCCc3ccccc32)C1=O (configuration not stated),16,-1.0,-33
O=C(CCNC(=O)C1CCN(S(=O)(=O)c2ccccc2)CC1)NCc1ccccc1Cl,10,1.0,-15
CC1=NC(C)(C)Cc2c(C)cccc21,12,-0.2,-1
Cc1ccc(C(=O)NNC(=O)c2cccc(Br)c2)cc1,29,-3.2,-9
CNCCOc1ccc(Cl)c(Cl)c1,12,-1.7,-3
NS(=O)(=O)c1ccc(CCNC(=O)CCc2nc3ccccc3s2)cc1,10,11,14
CCOC(=O)NC(NCc1ccccc1)(C(F)(F)F)C(F)(F)F,14,-1.1,-17
CCOC(=O)c1sc2nc(C)nc(SC(C)C(=O)N(C)c3ccccc3)c2c1C (configuration not stated),15,-0.5,-18
O=C(CNC(=O)c1ccccc1F)OCC(=O)N1CCCc2ccccc21,1,-1.5,-16
CC[C@@H](C)[C@@H](C(=O)N1CCN(C(=O)OC(C)(C)C)CC1)n1cc(CCCCNC(=O)OC(C)(C)C)nn1,32,0.2,-13
Cc1ccc(N2CC(C(=O)N3CCC(C(=O)Nc4nncs4)CC3)CC2=O)cc1 (configuration not stated),19,-1.4,1
O=C(Cc1nc2ccccc2[nH]1)N/N=C/c1ccccc1,11,1.4,-4
O=C(NC(=O)c1ccc(Cl)cc1)OC1CCCCC1,7,nt,7
O=C1N/C(=N/c2ccccn2)SC1Cc1ccccc1 (configuration not stated),4,-3.0,-7

Other compounds
SMILES,OX1R antag-1,STK33 kinase inh,OX1R antag-2
COc1ccc(C(=O)CCS(=O)(=O)c2ccc(C)cc2)cc1,0,-0.5,-5
Cc1nn(Cc2ccc(F)cc2)c2sc(C(=O)Nc3ccccc3N3CCOCC3)cc12,8,-0.9,-35
CCOCCCNC(=O)CCn1nc(-c2ccc(Cl)cc2)ccc1=O,-2,-0.4,-15
CCN1C(=O)[C@@H]2[C@@H](c3ccc(-c4ccc(OC)cc4)cc3)N3CCCC[C@@]3(C(=O)OC)[C@@H]2C1=O,8,-0.8,-25
COc1ccccc1N(CC(=O)N(c1ccccc1)C(C)C)S(=O)(=O)c1cccs1,12,0.2,2
Cc1ccc(C)c(-c2cc(C(=O)Nc3sc(C)c(C)c3C(N)=O)c3ccccc3n2)c1,28,-1.4,-15
CC1(C)CC(=O)C2=C(C1)OC(N)=C([N+](=O)[O-])C2c1ccc(C#N)s1 (configuration not stated),18,-0.3,-9
CCOC(=O)c1c(C)sc2c1N(C(=O)CN1CCOCC1)c1cc(Cl)ccc1S2,22,0.3,-32
Cc1ccc(S(=O)(=O)c2nc(Nc3nccs3)sc2Cl)cc1,42,-0.3,-10
Cc1ccccc1NC(=O)CSc1ccc2nnc(-c3ccccn3)n2n1,20,-1.0,1
CN(C)CCN1C(=O)c2oc3ccccc3c(=O)c2C1c1ccc(F)cc1 (configuration not stated),14,-1.5,-2
Cc1ccc(NC(=O)CN2CCCC2c2cccn2C)c(Br)c1 (configuration not stated),2,-0.5,-9
O=C(O)c1cccc(Nc2cc(Cl)c3nonc3c2[N+](=O)[O-])c1,58*,nt,-6
COc1ccccc1CNc1ncnc2c1nnn2Cc1ccccc1,14,0.3,-22
C/C(=N\O)c1ccn(S(=O)(=O)c2ccc(Cl)cc2)c1,6,-1.3,-22

Later entries
SMILES,OX1R antag-1,STK33 kinase inh,OX1R antag-2
N#C/C(=C\c1ccccc1)C(=O)NNS(=O)(=O)c1ccc(Br)cc1,15,-0.5,-18
COc1ccc2cc(C(=O)C3CCCN(C(=O)c4cncs4)C3)ccc2c1 (configuration not stated),33,-1.2,-18
N#C/C(=C\c1ccccc1)C(=O)N(c1ccccn1)C1CCCCC1,17,1.1,-5
CC(C)/C=C/C(=O)N1CCCC(N2CCN(c3ccccc3F)CC2)C1 (configuration not stated),10,-0.6,-38
CC1=NN(C(N)=S)C(=O)C1N=Nc1cccc(Cl)c1 (configuration not stated),1,-0.9,-11
COc1ccc(C2/C(=C(/O)c3ccc4c(c3)CC(C)O4)C(=O)C(=O)N2Cc2cccnc2)cc1 (configuration not stated),20,0.2,-16
CC(C)OCCCNC(=O)COCC(=O)Nc1ccc(OCCc2ccccc2)cc1,4,-0.5,-8
Cc1ccsc1C(=O)OCC(=O)NC1CCCC(C)C1C (configuration not stated),12,-0.2,-28
Cc1[nH]n(-c2ccccc2)c(=O)c1N=Nc1ccc(C(N)=O)cc1,11,-0.7,-14
Cc1cc(C)n(C(=O)c2ccc(C)c(S(=O)(=O)N3CCCC3)c2)n1,18,0.7,-19
CCOc1ccc(-c2[nH]ncc2-c2csc(C)n2)c(O)c1,0,-1.6,-7
COc1ccc(NC(=S)Nc2ccc(F)cc2)cc1,5,-0.2,-2
CCCc1c(C(=O)N/N=C/c2cccc(OCc3ccc(F)cc3)c2)nnn1-c1nonc1N,13,-0.1,-8
Cc1nc2c(-c3ccc(F)cc3)c(C)nn2c(C)c1CCC(=O)N1CCC(Cc2ccccc2)CC1,11,-0.6,-30
Cc1ccc(S(=O)(=O)N2CCN(CC(=O)N/N=C\c3cccnc3)CC2)cc1,15,-0.2,-10

(further entries)
SMILES,OX1R antag-1,STK33 kinase inh,OX1R antag-2
Cc1nn(-c2ccccc2)c(Cl)c1/C=N/NC(=O)c1nn(C)cc1[N+](=O)[O-],41,1.1,-17
Cc1ccc(S(=O)(=O)N2CCN(C(=O)CN3CCCCC3)C2C(C)C)cc1 (configuration not stated),11,0.4,-12
O=C(NCc1ccc2c(c1)OCO2)C1CCN(S(=O)(=O)N2CCOCC2)CC1,-1,-0.5,-2
O=C(COc1ccc(S(=O)(=O)NC2CCCCC2)cc1)NC1CCCC1,17,-0.1,-3
O=C(COC(=O)c1ccc2c(c1)OCCO2)NCc1ccccc1,12,-0.3,-19
CCCN(CCC)C(=O)C1CCCN1S(=O)(=O)c1cccc2nsnc12 (configuration not stated),27,0.5,-22
O=C(NCCc1cccc(C(F)(F)F)c1)C1CCC(=O)N(CCc2cccc(F)c2)C1 (configuration not stated),1,0.4,-25
COc1ccc2c(c1)c1nc3n(c(=O)c1n2CC(=O)Nc1ccccc1)CCS3,1,0.5,-4
Cc1cccc(NC(=O)c2cccc(NC(=O)c3ccccc3)c2)n1,15,-0.8,-19
Nc1c(C(=O)NCc2ccccc2)sc2nc3c(cc12)C(=O)CCC3,34,-0.7,-33
COc1ccc(CNCCC2(O)CC(C)N(C)CC2C)cc1OC (configuration not stated),23,-2.2,8
CCOC(=O)CN1C(=O)N[C@@H](CCc2ccccc2)C(C(=O)OC)=C1C,30,2.0,-15
COC(=O)c1ccc(CNC(=O)C2CCC(=O)N(Cc3cccc(F)c3)C2)cc1 (configuration not stated),1,-0.7,-18
CC(C)=NOc1cc(NC(=O)CCl)cc([N+](=O)[O-])c1,33,1.7,-7
O=C(Nc1ccccc1N1CCCCC1)C1CCN(C(=O)c2ccc(Cl)cc2)CC1,8,-1.1,-47

Structures from the list above containing an aryl thioether with sulfur outside any ring (2):
SMILES,OX1R antag-1,STK33 kinase inh,OX1R antag-2
CCOC(=O)c1sc2nc(C)nc(SC(C)C(=O)N(C)c3ccccc3)c2c1C (configuration not stated),15,-0.5,-18
Cc1ccccc1NC(=O)CSc1ccc2nnc(-c3ccccn3)n2n1,20,-1.0,1

Continuation.
SMILES,OX1R antag-1,STK33 kinase inh,OX1R antag-2
CC(C)n1c(SC2CCOC2=O)nc2ccccc21 (configuration not stated),16,-1.7,-6
CCc1nc(OCc2ccco2)c2sc3nc4c(cc3c2n1)COC(C)(C)C4,10,-0.2,-22
Cc1cc(C(=O)NN=Cc2ccc(-c3ccc(F)cc3)o2)c(C)o1,4,-0.4,-2
Cc1cc(S(=O)(=O)NCCc2ccccc2)ccc1-n1cnnn1,6,0.5,-18
O=C(NNC(=O)c1cccs1)c1ccncc1,6,1.6,-4
OC[C@@H]1[C@@H](c2ccc(Cl)cc2)C(c2ccc(F)cc2)=NN1c1ccccc1,2,nt,-6
Cc1cccc(NC(=O)c2ccc(S(=O)(=O)N(C)c3ccccc3)cc2)n1,9,-1.8,1
CCOC(=O)C1CCN(C(=O)c2ccc(N3CCCC3=O)cc2)CC1,8,-0.5,-7
CCOC(=O)c1sc(SC)c2c1CCCC2=O,48,-1.0,-31
Cn1cc(C(=O)N2CCN(C(=O)c3ccco3)CC2)c2c3ccccc3n(C)c2c1=O,4,-1.6,-25
CCOC(=O)C1=C(COC(=O)/C=C/c2cccc(Cl)c2)NC(=O)NC1C (configuration not stated),15,-1.5,-23
COc1cccc2sc(NNC(=O)COc3ccccc3)nc12,33,-0.9,-13
CN(/N=C/c1cc([N+](=O)[O-])ccc1O)c1ccccc1,73*,1.5,50*
CCOC(=O)c1c(C2CCN(C(=O)OCC)CC2)nc2ccccn12,7,-1.3,-21
Cc1cc(C)n(C(=O)c2ccc(C)c(F)c2F)n1,12,-1.2,-9

(further entries)
SMILES,OX1R antag-1,STK33 kinase inh,OX1R antag-2
O=C(NC1CCCCCCC1)C1CCN(c2nc3ccccc3o2)CC1,10,-2.0,-7
Cc1ccc(C)c(/C=N/Nc2ccccn2)c1,27,-1.3,-8
COc1ccc(C)cc1NC(=O)C1CCCCC1C(=O)O (configuration not stated),6,-2.3,-1
CC(C)(C)c1ccc(C(=O)Nn2c(CCC(=O)O)ccc2-c2cccs2)cc1,24,-0.8,-29
COc1ccc(C2CC(c3ccc4ccccc4c3)=NN2C(=O)CN2CCC(C(N)=O)CC2)cc1 (configuration not stated),16,nt,-24
CN(C)CCCn1c2c(c(SCC(=O)Nc3nccs3)nc1=O)CCC2,19,-2.1,-2
CC(C)[C@H](NC(=O)c1ccccc1)C(=O)OCC(=O)N1CCN(C(=O)c2ccco2)CC1,13,0.9,-27
N/C(=N\OC(=O)c1cccc(Cn2cc(C(F)(F)F)ccc2=O)c1)c1ccc(Cl)cc1,4,-1.3,-35
CCOc1ccc(NC2=CC(=O)CCC2)cc1,-1,-4.9,-3
CCN(CC)S(=O)(=O)c1cccc(NC(=O)c2cncc(Br)c2)c1,20,-0.8,-38
COc1cccc(NC(=O)C2CCN(S(=O)(=O)c3ccccc3)CC2)c1,28,-2.8,-15
CC12CCC(C(=O)N3CCC(Cc4ccccc4)CC3)(C(=O)C1=O)C2(C)C (configuration not stated),11,-0.1,-8
COC(=O)CSc1nnc(-c2ccc(S(=O)(=O)NCc3cccs3)cc2)o1,0,2.4,6
Cc1cccn2c(=O)c(/C=C(\C#N)S(=O)(=O)c3ccccc3)c(N3CCN(C)CC3)nc12,30,-0.3,-29
CCSC1=NCCN1S(=O)(=O)c1ccc(NC(C)=O)cc1,9,-0.9,-23

The closing 6 entries of the section before are carried over, then new ones follow:
SMILES,OX1R antag-1,STK33 kinase inh,OX1R antag-2
CCN(CC)S(=O)(=O)c1cccc(NC(=O)c2cncc(Br)c2)c1,20,-0.8,-38
COc1cccc(NC(=O)C2CCN(S(=O)(=O)c3ccccc3)CC2)c1,28,-2.8,-15
CC12CCC(C(=O)N3CCC(Cc4ccccc4)CC3)(C(=O)C1=O)C2(C)C (configuration not stated),11,-0.1,-8
COC(=O)CSc1nnc(-c2ccc(S(=O)(=O)NCc3cccs3)cc2)o1,0,2.4,6
Cc1cccn2c(=O)c(/C=C(\C#N)S(=O)(=O)c3ccccc3)c(N3CCN(C)CC3)nc12,30,-0.3,-29
CCSC1=NCCN1S(=O)(=O)c1ccc(NC(C)=O)cc1,9,-0.9,-23
Cc1ccc(Cn2c(-c3nonc3N)nc3ccccc32)cc1,22,nt,-12
Cc1ccc(S(=O)(=O)N2CCCSCC2)cc1,9,-1.3,-4
CC(OCC(O)CN(C)Cc1nc2ccccc2c(=O)[nH]1)c1ccc(Cl)cc1 (configuration not stated),10,-0.6,-18
CCOC(=O)C1=C(c2ccccc2)NC(SCC(N)=O)=C(C#N)C1c1cccnc1 (configuration not stated),10,1.4,-16
Nc1ccc(C(=O)Nc2ccc3nc(-c4cccnc4)[nH]c3c2)cc1,22,3.3,6
Cn1c(=O)c2cc(S(=O)(=O)NCCC(=O)Nc3ccc(Cl)cc3)ccc2n(C)c1=O,14,1.1,-2

Two of the compounds above, with each value named:
structure: CCOC(=O)C1=C(c2ccccc2)NC(SCC(N)=O)=C(C#N)C1c1cccnc1 (configuration not stated)
  OX1R antag-1: 10
  STK33 kinase inh: 1.4
  OX1R antag-2: -16
structure: Nc1ccc(C(=O)Nc2ccc3nc(-c4cccnc4)[nH]c3c2)cc1
  OX1R antag-1: 22
  STK33 kinase inh: 3.3
  OX1R antag-2: 6
